Screens: PubChem, National Center for Advancing Translational Sciences (NCATS)
Akt phos inh – HTS Assay for Inhibitors of Akt Phophorylation: Primary Screen; Neuro2A IGF-stimulated pAkt S473 HTRF, 20 min; hits give low values; activity change, % for hits at 50 µM; actives 0.32% (n = 360,000); AID 651550, 2012; in the data active means activity change below about -80%; inconclusive means mostly about -51% to -80%; further: on the % scale 0 is the no-effect control and ±100 the full control effect
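Single-point screen (50 µM final compound) in Neuro2A cells stimulated 20 min with 6 nM IGF at 37 deg C. After lysis, Ser473-phosphorylated Akt read by HTRF (ex 330 nm, em 615/665 nm) as the 665/615 ratio.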
Abeta rescue – qHTS for compounds that reverse cellular toxicity of Amyloid beta (A-beta) peptide in yeast: Primary Screen. yeast expressing A-beta42, growth rescue, OD600, 48 h; response scale: 0% DMSO, 100% iron-clioquinol control. Potency, µM (highest dose often 46.1 µM), inactives show top-dose growth rescue, usual class: activators. actives 0.063% (n = 410,000). AID 1347071, 2019; further: potency means the concentration at half of the fitted maximal effect; nearly all actives have a fitted effect of over 55% in size
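Yeast A-beta toxicity model in growth medium with pinned compounds, 48 h at 30 C; growth read as absorbance at 600 nm. Normalized to FeCl3/clioquinol equimolar mix (positive) and DMSO (negative).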
Nrf2 block – Nrf2 qHTS screen for inhibitors. Potency, µM (top dose mostly 46 µM), for inactives: at the top dose activity change, negative = inhibition, actives largely listed as inhibitors. A549 ARE-Fluc reporter, luciferase luminescence, 18-24 h. AID 504444, 2011. actives 2.1% (n = 360,000); further: potency means the concentration at half of the fitted maximal effect; on the % scale 0 is the no-effect control and ±100 the full control effect; nearly all actives have a fitted effect of over 60% in size
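In this cell-based qHTS, ARE-driven firefly luciferase in A549 cells reports Nrf2 activity; the luminescent signal after BugLite lysis is the measured value, with a prior CellTiter-Fluor read for cell health.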
HepG2 viability – qHTS for Inhibitors of TGF-b: Cytotox Counterscreen; HepG2 CAGA-GFP viability, ATP luminescence, 18 h; actives 0.76% (n = 410,000); Potency, µM (top dose mostly 46.1 µM), without a hit: at the highest dose activity change, negative = cytotoxicity, most hits filed as cytotoxic; AID 588856, 2011; further: potency means the concentration at half of the fitted maximal effect; some results filed as inactive show a strong effect at the top dose
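CellTiter-Glo luminescence gave cytotoxicity after 18 hours at 37 degrees C. The cells were HepG2 CAGA-GFP in 1% FBS DMEM, stimulated with 500 pg/mL TGF-beta after compound addition. %Activity was normalised to no-cell wells (complete cell-killing) and DMSO (no toxicity), and curves were fitted and classified.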
TGFb inhibitor – qHTS for Inhibitors of TGF-b. HepG2 CAGA-GFP TGF-b/SMAD3 reporter, GFP fluorescence, 18 h; TGF-beta stimulated, 500 pg/mL final. Potency, µM (highest dose often 46.1 µM), for inactives: top-dose activity, negative = inhibition, actives largely listed as inhibitors. actives 1.2% (n = 410,000). AID 588855, 2011; further: potency means the concentration at half of the fitted maximal effect; on the % scale 0 is the no-effect control and ±100 the full control effect; nearly all actives have a fitted effect of over 65% in size
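First, reporter cells (HEPG2 CAGA-GFP) rested 2 h at 37 degrees C. Next, compounds were pinned in and TGF-beta added to 500 pg/mL final. After 18 h, GFP was imaged per cell and summed per well.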
CCT chaperon mod – High-Throughput Screening for Modulators of Cytosolic Chaperonin Activity; activity change, % (no concentration beside the values), hits read low; AID 651819, 2012; purified chaperonin ATPase assay, HTRF ADP detection, 30 min; actives 0.3% (n = 360,000); in the data active means activity change below about -30%; further: on the % scale 0 is the no-effect control and ±100 the full control effect
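Nucleotide hydrolysis assay: TRiC at 20–40 nM final (set by batch activity) with 10 uM ATP, 30 min at 37 °C, in presence of 76 uM compound. Detection by competitive ADP HTRF, 30 min ambient.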
Mm-Cpn inhibitor – Inhibitors of TCP-1 ring complex (TRiC) of Methanococcus maripaludis (MmCpn): qHTS | Chaperonin Mm-Cpn (Methanococcus maripaludis) | purified Mm-Cpn ATPase, ADP Transcreener TR-FRET | Potency, µM (highest dose often 76.9 µM), inactives show at the top dose activity, negative = inhibition, hits mostly inhibitors | actives 0.031% (n = 330,000); further: potency means the concentration at half of the fitted maximal effect; on the % scale 0 is the no-effect control and ±100 the full control effect; nearly all actives have a fitted effect of over 80% in size
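ATPase turnover read by TR-FRET ADP competition (Eu cryptate antibody/ADP-d2, 665/590 nm): 10uM ATP final, 25nM Mm-CPN final, 30 min 37degC after 10-min compound preincubation, pH 7.4 Tris/KCl/MgCl2/DTT buffer.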
Nrf2 activator – qHTS of Nrf2 Activators; actives 0.31% (n = 410,000); Potency, µM (titrated, usually from 46.1 µM), for inactives: at the highest dose activation, actives largely listed as activators; AREc32 ARE-luciferase reporter (MCF7-derived line), luminescence, 24 h; further: potency means the concentration at half of the fitted maximal effect; % of control where 0% means no effect; nearly all actives have a fitted effect of over 65% in size
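Nrf2 activation is followed as ARE-luciferase induction in the AREc32 line after one day of compound treatment; luminescence is read with Steady-Glo.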
A549 tox – Nrf2 qHTS screen for inhibitors: counterscreen for cytotoxicity; A549 ARE-Fluc cells, CellTiter-Fluor viability, 18-24 h; Potency, µM (titrated, usually from 46 µM), for the others: top-dose activity change, negative = cytotoxicity, most hits filed as inhibitors; actives 0.16% (n = 390,000); further: potency means the concentration at half of the fitted maximal effect; on the % scale 0 is the no-effect control and ±100 the full control effect
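Cytotoxicity counterscreen: CellTiter-Fluor fluorescence was measured in A549 ARE_Fluc cells after 18-24 h of compound exposure in a concentration series. The subsequent BugLite luminescent read reports ARE-luciferase activity.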
An asterisk follows results filed as active; i = inactive; ? = inconclusive; . = no result given; [ ] = another dose, or the depositor's remark. Unless noted, the call rests on the fitted dose curve; in most records, active means well fitted curve in the direction sought with a large enough effect; inconclusive means small, poorly fitted or top-dose-only effect, or another doubt; inactive means no such curve, though single readings can be large; an effect the other way counts as inactive or inconclusive. Hits appear at their usual frequency. About 4.3% of those tested had a hit in this group.

SMILES	Akt phos inh	Abeta rescue	Nrf2 block	HepG2 viability	TGFb inhibitor	CCT chaperon mod	Mm-Cpn inhibitor	Nrf2 activator	A549 tox
CCN(CC)CCNc1ccc(Cl)cc1[N+](=O)[O-]	i	-6%	-4%	-29%	0%	-1.7	.	0.1%	-4%
CCOC(=O)COc1c(-c2ccc(OC)cc2)oc2ccccc2c1=O	i	26%	-8%	-4%	-2%	-1.0	-3%	0.1%	-2%
COC(=O)C1=C(CSc2nnnn2C)NC(=O)NC1c1cc(C)ccc1C (centres undefined)	i	4%	.	-18%	-9%	0.4	-1%	-0.2%	0%
CCOc1cccc2sc(NC(=O)c3ccc(S(=O)(=O)N4CCc5ccccc54)cc3)nc12	.	-15%	.	-18%	-34%	.	.	0.3%	6%
O=C(O)COc1ccc(Nc2ccccc2)cc1	i	1%	-1%	-3%	-5%	-0.3	-5%	-0.2%	1%
S=c1[nH]nc(Cn2nnc3ccccc32)n1-c1ccc(Cl)cc1	i	-2%	11%	22%	14%	-0.3	5%	-0.4%	?
O=C(COc1ccccc1)Nc1sc2c(c1C(=O)NCc1cccnc1)CCCC2	i	4%	1%	-16%	-11%	-1.0	0%	8.1%	-8%
Cc1ccc(C)c(S(=O)(=O)N2CCN(C(=O)[C@H](Cc3ccccc3)NC(=O)c3ccco3)CC2)c1	i	-5%	-7%	-3%	5%	-0.9	1%	0.2%	-11%
COc1cccc2c(=O)n(CC(=O)Nc3ccc(F)cc3F)ccc12	i	-5%	.	-25%	-19%	-0.8	-1%	0.4%	-11%
Cc1ccc2nc(C(C)(C)C)c(Cc3cccc(Cl)c3)n2c1	i	-13%	.	-32%	-82%	-0.8	.	3.6%	.
CN(CC(=O)Nc1cccc(F)c1)C(=O)c1ccc2c(c1)NC(=O)CS2	i	-13%	-10%	-4%	3%	0.6	1%	-0.4%	5%
CCOc1ccc(NC(=O)C(=O)N/N=C/c2ccccc2F)cc1	i	-15%	3%	-4%	3%	-1.8	1%	-0.4%	1%
Cc1cc(C)cc(NC(=S)NC2CC3CCCC(C2)N3CC(C)C)c1 (centres undefined)	i	-9%	1%	-22%	8%	0.4	-6%	0.8%	-2%
CCOC(=O)c1ccc(NC(=O)C2CCN(S(=O)(=O)c3ccc(C)cc3)CC2)cc1	.	-12%	-5%	-41%	-16%	.	.	0.0%	-5%
N#CCO/N=C/C(=O)Nc1ccc(F)cc1F	i	5%	21%	-12%	0%	-1.3	0%	0.1%	-2%
O=C(Nc1ccc(-c2nc3cccnc3s2)cc1)c1cccnc1Cl	i	-12%	?	-18%	-15%	-3.0	-3%	-0.5%	-4%
CN(CC(=O)Nc1ccccc1Br)C(=O)CN(C)C1CCCCC1	i	0%	8%	0%	13%	0.8	-1%	0.0%	1%
COCCCN1CN(Cc2ccco2)CNC1=S	i	8%	-7%	14%	-20%	-0.1	1%	0.1%	0%
COc1cc(OC)c(OC)cc1/C=N/NC(=O)c1cc(-c2cccn2C)n[nH]1	.	3%	-2%	-69%	0%	0.1	0%	0.1%	2%
CC1(NC(=O)CC(c2ccccc2)(c2ccccc2)c2ccccc2)CCN(CCCc2ccccc2)C1=O (centres undefined)	i	-5%	?	-21%	8.9µM*	-0.8	0%	-2.2%	?
Cc1ccc(C)c(SCC(=O)OCC(=O)Nc2ccc(S(=O)(=O)N3CCOCC3)cc2)c1	i	12%	-5%	2%	-2%	0.8	-2%	-0.2%	20%
CCOC(=O)c1c(C)[nH]c(C(=O)COC(=O)c2ccco2)c1C	i	2%	-1%	4%	-15%	-1.6	-4%	2.5%	7%
CCC(C)(C)NC(=O)C(c1ccccc1F)N(Cc1ccco1)C(=O)c1csnn1 (centres undefined)	i	11%	27%	-4%	17%	-1.2	-13%	0.0%	22%
Cc1c(NC(=O)c2c(O)c3ccccc3n(C)c2=O)c(=O)n(-c2ccccc2)n1C	i	-2%	-8%	17%	18%	0.9	-5%	-0.3%	7%
c1ccc2c(c1)nc(N1CCCCCC1)c1nncn12	i	-29%	.	-20%	-12%	0.1	.	1.5%	.

Entries of single compounds from above. Values in the order: Akt phos inh | Abeta rescue | Nrf2 block | HepG2 viability | TGFb inhibitor | CCT chaperon mod | Mm-Cpn inhibitor | Nrf2 activator | A549 tox
Profile of O=C(COc1ccccc1)Nc1sc2c(c1C(=O)NCc1cccnc1)CCCC2 = i | 4% | 1% | -16% | -11% | -1.0 | 0% | 8.1% | -8%
Profile of Cc1ccc2nc(C(C)(C)C)c(Cc3cccc(Cl)c3)n2c1 = i | -13% | . | -32% | -82% | -0.8 | . | 3.6% | .

The listing continues:
SMILES	Akt phos inh	Abeta rescue	Nrf2 block	HepG2 viability	TGFb inhibitor	CCT chaperon mod	Mm-Cpn inhibitor	Nrf2 activator	A549 tox
Cc1oc(-c2ccccc2)cc1C(=O)Nc1ccc2ccccc2c1	i	-2%	-3%	-21%	19%	-0.5	3%	0.4%	-6%
CCOc1ccc(NC(=O)NNC(=O)c2cc3ccccc3cc2O)cc1	i	7%	3%	-9%	-2%	-2.9	-4%	-0.4%	5%
N#Cc1c(N)oc(-c2ccccc2)c1-c1ccccc1	i	-6%	-19%	-8%	0%	1.9	-1%	-1.1%	-12%
O=C(CCc1ccccc1)NC1CC(=O)N(c2cccc(F)c2)C1 (centres undefined)	.	7%	.	2%	1%	.	.	-0.4%	-1%
Nc1nnc(CCS(=O)(=O)c2ccc(Br)cc2)s1	i	-10%	-9%	-1%	8%	-2.2	0%	-1.0%	-6%
Cc1cc(C)c(-c2c(O)c3cnn(-c4ccccc4)c3[nH]c2=O)c(C)c1	i	-11%	-9%	6%	-2%	-1.5	0%	-1.0%	0%
COc1cc(NC(=O)CNc2ccc(Cl)c(S(=O)(=O)N3CCOCC3)c2)cc(OC)c1	i	6%	?	-26%	-29%	-2.5	1%	-0.8%	-15%
O=C(Nc1ccnn1C1CCN(C(=O)c2cccc(Cl)c2)CC1)C1CC1	i	-2%	9%	4%	10%	0.6	0%	0.1%	3%
O=C1CCCN1c1ccc(S(=O)(=O)NCCOc2ccccc2)cc1	i	0%	13µM*	-15%	-8%	-1.4	-4%	0.1%	-11%
Cc1cc(OCC(=O)NNC(=O)c2cccc(F)c2)ccc1Cl	i	-6%	0%	-4%	10%	0.6	1%	0.2%	0%
COC(=O)C1=C(C(=O)OC)SC2(S1)C(C(=O)OC)=C(C(=O)OC)SC1=C2c2cc(C)cc(C)c2NC1(C)C	i	-4%	-6%	-17%	-19%	-3.6	.	15%	0%
COc1ccc(CC(NC(C)=O)C(=O)NC2CCN(C(=O)c3ccc([N+](=O)[O-])cc3)CC2)cc1OC (centres undefined)	i	18%	10%	2%	2%	-2.3	-2%	-0.1%	2%
COc1cc(OC)c(NC(=O)Cn2c(SCc3ccccc3F)nc3cccnc32)cc1Cl	.	14%	5%	-15%	-9%	.	.	-0.8%	11%
Cn1nnnc1SCCNS(=O)(=O)c1ccccc1	i	13%[9.22 µM]	.	7%	-7%	1.4	1%	0.0%	11%
CCn1cc(C(=O)NP(=O)(Nc2ccc(C)cc2)Nc2ccc(C)cc2)c2ccccc21	i	9%	1%	0%	7%	-0.5	2%	2.0%	2%
COCCCn1c(=O)/c(=C\c2ccccc2OC(C)C)s/c1=C(/C#N)C(=O)Nc1ccc(C(=O)O)cc1	i	-10%	?	-16%	10%	1.2	2%	0.2%	-20%
CCOc1ccc2nc(SCc3ccc(OC)cc3)sc2c1	i	30%	-32%	-16%	?	0.5	-5%	0.2%[9.22 µM]	16%
Cc1ccc(-c2nc3cc(NS(=O)(=O)c4ccc(C)cc4)ccc3o2)cc1	i	3%	.	-110%	?	-0.2	-3%	0.1%	-15%
CC(=O)Nc1ccc(NS(=O)(=O)c2ccccc2)cc1	i	-6%	-5%	5%	23%	1.1	-4%	3.7%	1%
CN(C)S(=O)(=O)c1cc(NC(=O)COC(=O)CCc2ccccc2)ccc1Cl	i	3%	15%	-7%	22%	0.5	-1%	-0.8%	-5%
Cc1ccc(-c2cc(C(F)(F)F)n3nc(C(=O)Nc4ccon4)cc3n2)cc1C	i	3%	0%	0%	7%	-3.1	-4%	0.2%	0%
O=C(Nc1ccc(Cl)cc1)OCc1cc(-c2ccccc2)on1	i	9%	-24%	0%	-15%	1.4	2%	2.9%	-12%
O=C1c2ccc(Oc3ccc([N+](=O)[O-])cc3)cc2C(=O)N1c1ccncc1	i	-24%	6%	3%	2%	-3.7	1%	0.4%	0%
CCOC(=O)Nc1ccc2c(CN3CCC(C(=O)OC)CC3)cc(=O)oc2c1	i	-1%	6%	-3%	2%	1.5	-2%	-0.4%	-4%

Entries above that contain a cyano group, in the order listed:
SMILES	Akt phos inh	Abeta rescue	Nrf2 block	HepG2 viability	TGFb inhibitor	CCT chaperon mod	Mm-Cpn inhibitor	Nrf2 activator	A549 tox
N#CCO/N=C/C(=O)Nc1ccc(F)cc1F	i	5%	21%	-12%	0%	-1.3	0%	0.1%	-2%
N#Cc1c(N)oc(-c2ccccc2)c1-c1ccccc1	i	-6%	-19%	-8%	0%	1.9	-1%	-1.1%	-12%
COCCCn1c(=O)/c(=C\c2ccccc2OC(C)C)s/c1=C(/C#N)C(=O)Nc1ccc(C(=O)O)cc1	i	-10%	?	-16%	10%	1.2	2%	0.2%	-20%
